# PPARg SRC-3 ag: PPARgamma-driven SRC-3 recruitment agonism; P37231; biochemical PPARgamma/SRC-3 coactivator recruitment assay; activation, % at 8 µM; actives 0.26% (n = 200,000); AID 731; in the data active = activation above about 23%;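 note: 0% = DMSO and 100% = reference agonist; some compounds past the cut are filed as inactive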
# Target sequence (P37231 whole entry, looked up): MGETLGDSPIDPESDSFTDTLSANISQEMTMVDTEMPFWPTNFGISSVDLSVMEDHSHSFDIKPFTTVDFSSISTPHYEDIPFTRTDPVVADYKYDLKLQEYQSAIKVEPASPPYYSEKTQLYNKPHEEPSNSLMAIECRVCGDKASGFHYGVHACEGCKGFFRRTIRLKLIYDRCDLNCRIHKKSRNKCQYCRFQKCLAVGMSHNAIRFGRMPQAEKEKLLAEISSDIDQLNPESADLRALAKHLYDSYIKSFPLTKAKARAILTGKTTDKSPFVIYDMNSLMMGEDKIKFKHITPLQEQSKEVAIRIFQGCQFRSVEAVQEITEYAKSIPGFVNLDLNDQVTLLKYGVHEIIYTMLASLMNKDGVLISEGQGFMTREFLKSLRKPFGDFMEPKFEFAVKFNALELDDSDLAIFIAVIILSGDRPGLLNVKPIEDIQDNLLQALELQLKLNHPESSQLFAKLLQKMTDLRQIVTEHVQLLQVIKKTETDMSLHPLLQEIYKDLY
# S1P3 antagonist: blocks the human S1P3 receptor. Q99500. inhibition, % at 4.98 µM. actives 0.27% (n = 170,000). CHO S1P3 NFAT-BLA reporter, FRET fluorescence, antagonist mode. AID 485;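 active = inhibition above the plate cutoff, the mean inhibition of test wells on that plate plus 3 SD, cut at about 28% in these data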;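 note: cells challenged with S1P at its EC80 of 0.8 µM; blue over green emission ratio from cleaved BLA substrate after 4 h stimulation; 0% = S1P-stimulated wells and 100% = unstimulated DMSO-only wells; some compounds past the cut are filed as inactive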
# PPARg SRC1 recr: agonists of human PPARgamma SRC-1 coactivator recruitment | P37231 | PPARgamma-SRC-1 coactivator recruitment biochemical assay | activation, % at 8 µM | actives 0.41% (n = 200,000); in the data active = activation above about 19%;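 note: 0% = DMSO and 100% = reference agonist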
# G6PDH counter: L. mesenteroides G6PDH inhibition counter-screen. Purified L. mesenteroides G6PDH, diaphorase/resazurin coupled fluorescence, 45 min. inhibition, % at 5 µM. actives 0.12% (n = 200,000). AID 1020; in the data active = inhibition above about 50%
# Diaph act CS: counter-screen for diaphorase-based assays: diaphorase activators and chemical reducers | AID 1229 | activation factor at 20 µM | Diaphorase/resazurin coupled assay, resorufin fluorescence, 16 min; active compounds read high; 1 = vehicle wells, 0 = NADH-free wells | actives 0.005% (n = 190,000);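 active = diaphorase activity raised at least twofold by the compound at 20 µM; inactive = activation factor below 2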
#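 Assay system: bacterial diaphorase enzyme (C. kluyveri) / Input: enzyme 0.07 U/mL final / Medium: 50 mM HEPES pH 7.4 with 4.542 mM MgCl2, 0.005% Tween 20 / Doses: single compound dose of 20 µM, 1% DMSO final / Incubation: 16 min enzyme reaction, ambient temperature / Signal: fluorescence, excitation 544 nm and emission 590 nm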
# PMI activator: increases human mannose-6-phosphate isomerase activity. P34949. purified human PMI, coupled resazurin fluorescence, 20 min; active compounds read high; 1 = vehicle control, 0 substrate-free wells. activation factor at 20 µM. actives 0.005% (n = 190,000). AID 1214;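 active = activation factor of 2 or more at 20 µM, relative to plate controls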
# Diaphorase inh: counter-screen for diaphorase-based assays: diaphorase inhibitors and chemical oxidizers; AID 1217; actives 0.69% (n = 190,000); diaphorase resazurin-to-resorufin fluorescence, NADH, 16 min; bacterial (C. kluyveri) enzyme, not human; inhibition, % at 20 µM;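 active = primary screen inhibition at 20 µM above a set limit, cut at about 50% in these data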;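 note: plate controls were DMSO with full reaction for no effect and wells lacking NADH for full effect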
#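 Test system: bacterial diaphorase enzyme (C. kluyveri); Quantity: 0.14 U/mL diaphorase, enzyme working solution; Times: reaction incubation of 16 min at room temperature; Measured by: fluorescence of resorufin formed from resazurin, Ex 544/Em 590 nm; Benchmarks: positive control minus NADH, DMSO neutral control.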
# ROMK mod: human ROMK K+ channel modulation, primary screen | P48048 | Tet-inducible ROMK, thallium flux fluorescence; actives lie on both sides | B-score at 10 µM | actives 2% (n = 130,000) | AID 1918;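 active = signal ratio slope over the read window, or its plate-corrected B-score, at least 3 SD from the plate mean, either direction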;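 note: B-score of the F/F0 ratio slope over 7 to 12 s after thallium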
# Target sequence (P48048 whole entry, looked up): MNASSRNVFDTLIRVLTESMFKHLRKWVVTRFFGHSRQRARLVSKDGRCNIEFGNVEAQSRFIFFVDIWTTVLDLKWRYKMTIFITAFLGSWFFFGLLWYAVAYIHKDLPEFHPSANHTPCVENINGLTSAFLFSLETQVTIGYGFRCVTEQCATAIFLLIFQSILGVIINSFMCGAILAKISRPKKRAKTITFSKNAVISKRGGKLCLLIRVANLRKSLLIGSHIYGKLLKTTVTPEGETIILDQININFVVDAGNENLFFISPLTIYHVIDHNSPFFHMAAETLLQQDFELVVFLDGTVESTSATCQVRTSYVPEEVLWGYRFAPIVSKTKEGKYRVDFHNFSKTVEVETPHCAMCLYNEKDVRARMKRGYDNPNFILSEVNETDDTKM
# PPARg SRC-2 ag: agonists of SRC-2 recruitment by human PPARgamma; activation, % at 8 µM; P37231; actives 0.34% (n = 200,000); PPARgamma LBD-SRC-2 recruitment, biochemical; in the data active = activation above about 22%;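 note: 0% = vehicle and 100% = reference agonist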
# PMI act hi M6P: increases human PMI activity with near-saturating mannose 6-phosphate; P34949; activation factor at 20 µM; actives 0.34% (n = 190,000); coupled PMI enzyme assay, resazurin fluorescence, 20 min; active compounds read high; 1 = untreated enzyme, 0 = substrate-free blank; AID 1216;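 active = activation factor of 2 or more at 20 µM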
#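 Test system: Human PMI in coupled enzyme assay | Input: 15 ng/mL PMI | Medium: HEPES-buffered pH 7.4 with magnesium and detergent | Compound: One concentration, 20 µM, in 1% DMSO | Incubation: Enzyme reaction with compound 20 min at room temperature | Detection: Diaphorase-driven resazurin-to-resorufin fluorescence, excitation 544, emission 590 nm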
# TR-FRET SRC-2 ct: counter-screen for PPARgamma SRC-2 recruitment agonists: TR-FRET artefact. active compounds read high. TR-FRET ratio at 8 µM. actives 0.4% (n = 200,000). AID 1049; in the data active = TR-FRET ratio above about 2000; note: inactives centre near 1500
# Starred values were filed as active, the others as inactive; / = not tested or not shown.
SMILES,PPARg SRC-3 ag,S1P3 antagonist,PPARg SRC1 recr,G6PDH counter,Diaph act CS,PMI activator,Diaphorase inh,ROMK mod,PPARg SRC-2 ag,PMI act hi M6P,TR-FRET SRC-2 ct
O=C(COC(=O)C12CC3CC(CC(C3)C1)C2)Nc1ccc([N+](=O)[O-])cc1Br,-0.9,0.8,-0.6,-2.1,1,1.1,3.1,-0.00488,-2.5,1,1489
Cc1cc2c(c(SCC(=O)NCc3ccccc3Cl)n1)C(=O)OC2,-0.9,0.3,9.8,3.1,0.9,1.1,8.3,-0.135,2.7,1.1,1555
CCCCc1nc2ccccc2c(NC(=O)CN(CC)CC)c1CCC,2.5,/,-6.7,2.0,0.8,0.9,24.1,-2.24,2.4,1,1490
COc1ccc(C2/C(=C(/O)c3ccc(OC(C)C)cc3)C(=O)C(=O)N2CCCN2CCOCC2)cc1 (centres undefined),-3.7,3.1,-1.8,10.2,0.9,1.2,14.3,-0.159,-1.3,1.2,1546
CCN1CCN(Cc2c(C)[nH]c3ccc(C(=O)OC)cc3c2=O)CC1,-9.0,9.8,-0.2,-0.8,0.8,0.9,15.2,0.962,6.2,0.9,1716
COc1ccc(Cl)cc1NC(=O)C1CCCN(S(=O)(=O)c2cccc3nonc23)C1 (centres undefined),-6.8,/,-0.9,3.5,0.8,0.9,24.0,/,-1.5,0.9,1489
CCN(CC)C(=O)Cn1ncc2c1-c1ccccc1OC2,7.5,-18.2,-3.1,-5.8,0.9,0.9,11.5,/,6.9,0.9,1362
CCOCCCNC(=O)C(c1ccccc1)N(Cc1ccc2c(c1)OCO2)C(=O)CNC(C)=O (centres undefined),14.5,/,3.7,-14.0,1,0.9,3.9,/,12.0,1,1684
CN(C)S(=O)(=O)Oc1ccc(Cl)cc1C(=O)Nc1ccc(F)cc1F,7.2,18.6,5.0,19.1,0.8,0.8,19.1,0.451,11.6,0.9,1610
CCc1ccccc1NC(=O)c1onc(C)c1Cl,-4.2,-15.9,1.3,2.2,1,1,0.5,/,-1.5,1,1417
CN(C)c1ccc(/C=N\NC(=O)c2csnn2)cc1,0.9,/,-4.1,3.7,1.1,0.9,-6.3,/,1.3,1,1463
O=C(Cc1ccc(Cl)cc1)Oc1cccc2cccnc12,-3.1,-9.4,9.9,63.3*,0.6,0.7,42.2,0.283,6.0,0.6,1440
CSc1nc(=O)n(-c2ccccc2)c(C)c1C(C)=O,3.9,-20.7,-0.3,-0.7,0.9,1,13.8,/,-1.8,1,1555
Cc1ccc(NC(=O)Nc2ncccc2C)cc1,-5.4,/,1.6,11.4,1.2,1.2,-18.5,/,3.4,1.1,1595
CNC(=S)NNC(=O)c1noc(C)c1C(=O)N1CCN(C(c2ccccc2)c2ccccc2)CC1,2.0,-6.1,2.7,9.5,1.1,1.2,-10.0,0.21,6.0,1.1,1679
O=C(NCc1cccs1)[C@@H]1CSC2c3ccccc3C(=O)N21 (some centres undefined),1.8,-8.9,5.4,8.7,0.8,1,16.6,/,8.8,0.9,1536
O=C(COc1ccccc1)N1N=C(c2cccnc2)CC1(O)C(F)(F)F (centres undefined),2.7,-7.5,1.9,6.6,1.1,1.1,-5.8,-1.44,1.3,1.1,1563
CC1CCCC(C)N1C(=O)c1cc(-c2ccc(Cl)c(Cl)c2)on1 (centres undefined),0.6,2.7,4.0,0.7,0.9,0.9,14.5,-0.187,5.3,0.9,1565
COc1cc(/C=C/C(=O)OC(C)C(=O)Nc2c(C)n(C)n(-c3ccccc3)c2=O)ccc1OCC#N (centres undefined),-0.4,-2.8,-4.9,-0.8,1,1,2.9,-0.324,-0.6,1,1688
CCOc1ccc(C(=O)Nc2ccccc2C#N)cc1[N+](=O)[O-],-1.1,1.2,-1.3,5.4,0.9,1.1,9.6,-0.686,1.2,1,1564
COc1cc(CNc2ccc(NC(C)=O)cc2)ccc1OCc1ccccc1C,-0.1,-8.0,-11.4,4.2,1,1,-3.5,-1.93,0.6,1,1742
O=C(NC(=Nc1nc2ccccc2o1)NC(=O)c1ccccc1)c1ccccc1,-3.0,7.8,-3.2,-5.9,1,1,0.8,0.409,2.5,1.1,1545
COc1cccc(N(C(=O)C2COc3ccccc3O2)C(C(=O)NC2CCCCC2)c2ccc(O)cc2)c1 (centres undefined),11.4,-5.8,-1.9,-4.9,0.9,1,12.1,-0.61,-4.3,0.9,1611
Cc1ccnc(SCC(=O)N2CCc3ccccc3C2)n1,1.6,-23.4,-1.1,9.2,0.8,0.9,18.9,/,-6.8,0.9,1599
CCn1c(=O)n(CC(=O)NCc2ccccc2OC)c(=O)c2ccccc21,2.0,-16.4,8.3,18.9,1,1,1.6,0.136,9.3,1,1649

# New compounds follow
SMILES,PPARg SRC-3 ag,S1P3 antagonist,PPARg SRC1 recr,G6PDH counter,Diaph act CS,PMI activator,Diaphorase inh,ROMK mod,PPARg SRC-2 ag,PMI act hi M6P,TR-FRET SRC-2 ct
COc1ccc(/C=C2\SC(=S)N(CC(=O)NNC(=O)c3ccncc3)C2=O)cc1,4.7,-9.8,5.9,-0.5,1.1,1.1,-5.5,0.00126,4.7,0.9,1551
C/C(=N\Nc1ccc([N+](=O)[O-])cc1)c1ccco1,1.3,24.2,-1.2,-1.3,0.9,1,9.6,/,4.7,1,1555
O=C(Nc1cccn(Cc2cccc(F)c2)c1=O)NC1CCCCC1,7.3,9.6,9.8,15.4,0.5,0.9,50.3*,-0.212,15.0,0.7,1616
CCc1ccc2nc(NC(=O)CSCc3c(C)noc3C)sc2c1,12.1,-29.3,-4.0,6.1,0.8,1,16.6,-0.0399,12.6,0.9,1597
CNC(=S)NCCc1c[nH]c2ccc(OC)cc12,2.8,-7.0,4.3,-6.7,0.9,1,14.6,-0.961,0.3,1,1770
Cc1cc(Br)cc2c(C(=O)Nc3c(C)n(C)n(-c4ccccc4)c3=O)cc(-c3cccs3)nc12,20.2,/,17.2,-64.8,0.7,0.8,28.7,/,2.9,0.9,1409
O=C(C(=O)N1CCCc2ccccc21)N1CCCc2ccccc21,3.4,-26.9,-1.7,18.2,1,0.9,3.0,-0.864,4.0,1,1500
O=C(CN1C(=O)NC2(CCCCCCC2)C1=O)N1CCc2ccccc2C1,-0.1,/,-0.8,1.4,0.9,1,6.3,/,0.0,0.9,1471
CC(=O)NNc1cc(=O)c2c(=O)n(C)c(=O)n(C)c2[nH]1,2.4,/,4.8,14.8,0.9,0.9,12.7,0.379,-3.9,0.9,1522
NS(=O)(=O)c1cccc(NC(=O)COC(=O)/C(=C/c2cccs2)c2cccs2)c1,-4.2,-8.5,-2.4,-19.2,0.9,0.9,13.1,-0.636,5.1,1,1710
S=C1NC(c2ccccc2)=NCN1c1ccc(Cl)cc1,-5.7,/,5.6,-1.7,0.9,1,13.4,0.252,9.6,1,1618
COc1cc(NS(=O)(=O)c2ccc(NC(C)=O)cc2)cc(OC)c1,-3.3,-5.3,4.9,9.4,0.9,0.9,11.1,/,-3.3,0.9,1609
COc1cc(C(=O)NCCC(=O)NCCc2ccc(Cl)cc2)cc(OC)c1OC,-2.5,-3.3,7.6,-5.6,0.9,0.8,9.4,-0.115,-5.4,0.9,1582
CC1CCN(C(=O)c2scc3c2OCCO3)CC1,5.6,-1.3,10.6,3.8,0.8,0.9,19.8,-0.306,-0.6,0.9,1758
Cc1ccn2cc(CSc3ccccc3)nc2c1,7.0,/,1.1,1.8,0.8,0.9,15.7,-0.0635,10.4,1,1518
CCC1=NC(c2ccccc2OC)N(O)C1(C)C (centres undefined),4.6,-5.6,2.5,5.8,0.9,1,13.0,/,-0.5,0.9,1565
COc1ccccc1NC(=O)CSc1c2c(nc3ccccc13)CCC2,-0.1,18.8,2.9,-10.4,1,0.8,0.0,0.549,-0.7,1,1565
CN(c1ccccc1)S(=O)(=O)c1ccc(C(=O)Nc2nnc(C3CC3)o2)cc1,1.4,-19.7,-3.7,4.9,0.9,1.3,5.6,0.0836,3.3,1.3,1633
Fc1ccc(N/N=C/c2cccnc2)c(F)c1,-6.2,-3.0,-1.9,4.7,0.9,1.6,10.1,-0.427,-1.0,1.9,1580
COc1ccccc1CNC(=O)CNC(=O)c1cn(-c2ccccc2OC)c(=O)c2ccccc12,0.9,-5.4,4.3,-5.7,1,1,3.4,-0.749,-6.7,1.1,1464
COCc1cc(C)nc2sc(C(=O)N3CCCC3)c(N)c12,3.1,-2.9,1.8,0.8,0.8,1.1,20.1,/,3.0,1.3,1462
COc1ccc(C(=O)NCc2nnc(SC)n2C2CCCCC2)cc1,5.8,-40.0,10.8,4.7,0.9,1.1,5.8,/,6.4,1.1,1693
Nc1ccc(-c2nc3cc(N)ccc3s2)cc1,9.7,1.5,13.9,17.6,0.9,0.9,11.6,-0.0362,14.6,0.6,1789
CCN(C(=O)COC(=O)c1cc(-c2cccs2)nc2ccccc12)C1CCS(=O)(=O)C1 (centres undefined),-1.4,-12.8,-4.2,4.0,0.8,1,15.1,-0.44,5.5,1,1782
COc1ccc(NC(=O)C(C)NS(=O)(=O)c2ccc(NC(C)=O)cc2)cc1Cl (centres undefined),-5.2,-24.4,4.6,3.1,0.9,1.1,9.3,/,9.3,1.1,1506
O=C1/C(=N/n2cnnc2)c2ccccc2N1Cc1ccccc1,8.8,-23.9,14.2,6.3,0.9,1,7.0,0.361,2.2,1,1653
COc1ccc(-c2nn(-c3ccccc3)cc2/C=N/NC(=S)NC(C)C)cc1OC,-2.1,-12.4,1.0,-25.0,0.8,0.9,19.9,-0.168,8.0,0.9,1301

# Looked up one by one from the list above:
SMILES,PPARg SRC-3 ag,S1P3 antagonist,PPARg SRC1 recr,G6PDH counter,Diaph act CS,PMI activator,Diaphorase inh,ROMK mod,PPARg SRC-2 ag,PMI act hi M6P,TR-FRET SRC-2 ct
COc1cc(NS(=O)(=O)c2ccc(NC(C)=O)cc2)cc(OC)c1,-3.3,-5.3,4.9,9.4,0.9,0.9,11.1,/,-3.3,0.9,1609
COCc1cc(C)nc2sc(C(=O)N3CCCC3)c(N)c12,3.1,-2.9,1.8,0.8,0.8,1.1,20.1,/,3.0,1.3,1462
CCN(C(=O)COC(=O)c1cc(-c2cccs2)nc2ccccc12)C1CCS(=O)(=O)C1 (centres undefined),-1.4,-12.8,-4.2,4.0,0.8,1,15.1,-0.44,5.5,1,1782
O=C(Nc1cccn(Cc2cccc(F)c2)c1=O)NC1CCCCC1,7.3,9.6,9.8,15.4,0.5,0.9,50.3*,-0.212,15.0,0.7,1616

# Screening data deposited in PubChem BioAssay by several laboratories.
